Bioassay records as filed in PubChem.
FUS suppressor: rescues growth of FUS-expressing yeast | S. cerevisiae FUS-expressing, growth rescue, OD600, 24 h | Potency, µM (titrated, usually from 76.6 µM), for the others: at the highest dose growth rescue (activation), hits mostly activators | actives 0.24% (n = 390,000);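 note: potency is the fitted concentration of half-maximal effect; plate controls were DMSO vehicle for no effect and reference control for full effect; nearly all actives have a fitted effect of over 55% in size; some results filed as inactive show a strong effect at the top dose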
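Steps: raffinose overnight preculture; dilution to OD 0.005 in 2% galactose minimal medium; compound addition (concentration series); 24hr at 30C, 99% humidity; absorbance read at 600 nm.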
PTHR1 agonist: PTHR1 (human) receptor agonism. Potency, µM (doses to about 115 µM), for inactives: at the highest dose activation, most hits filed as activators. actives 0.075% (n = 410,000). HEK293 GP2 PTHR1 cells, GloSensor cAMP luminescence, 1 h. Q03431; note: potency is the fitted concentration of half-maximal effect; nearly all actives have a fitted effect of over 55% in size; some results filed as inactive show a strong effect at the top dose; inactives centre near -15; many of its hits are not listed in these tables
Target sequence (Q03431 whole entry, looked up): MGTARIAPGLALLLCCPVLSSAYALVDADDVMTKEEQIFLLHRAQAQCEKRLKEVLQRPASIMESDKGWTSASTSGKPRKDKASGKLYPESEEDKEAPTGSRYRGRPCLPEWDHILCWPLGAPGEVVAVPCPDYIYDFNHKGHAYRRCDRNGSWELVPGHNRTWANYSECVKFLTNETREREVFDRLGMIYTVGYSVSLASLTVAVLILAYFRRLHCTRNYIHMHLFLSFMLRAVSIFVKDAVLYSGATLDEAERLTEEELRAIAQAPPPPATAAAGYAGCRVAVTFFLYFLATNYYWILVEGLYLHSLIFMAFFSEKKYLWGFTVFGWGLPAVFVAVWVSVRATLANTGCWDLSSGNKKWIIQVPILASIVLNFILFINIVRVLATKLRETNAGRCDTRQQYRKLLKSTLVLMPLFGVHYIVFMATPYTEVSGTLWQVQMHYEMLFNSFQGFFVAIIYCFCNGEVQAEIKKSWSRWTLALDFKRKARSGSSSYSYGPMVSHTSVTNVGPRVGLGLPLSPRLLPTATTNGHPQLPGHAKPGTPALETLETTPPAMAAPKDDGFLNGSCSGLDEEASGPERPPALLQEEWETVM
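HEK-293-derived GP2 cells expressing PTHR1 and a GloSensor cAMP reporter, 3,000/well, plated overnight, given luciferin plus IBMX (each 0.5 mM as added) for 1 h at 37 °C, then compound for 1 h at 37 °C. Luminescence was read after 15 min at room temperature.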
TDP-43 yeast inh: TDP-43 toxicity inhibition in yeast. Potency, µM (series often up to 46.1 µM), without a hit: at the top dose growth rescue (activation), usual class: activators. TDP-43 expressing yeast growth rescue, BacTiter-Glo, 24 h. actives 1.8% (n = 410,000); note: potency is the fitted concentration of half-maximal effect; % of control where 0% means no effect; nearly all actives have a fitted effect of over 50% in size
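Growth rescue of TDP-43-toxic yeast measured as ATP luminescence (BacTiter-Glo). Cells grown to mid-log in raffinose, induced in galactose at OD600=0.02, exposed to compound 24 hr at 30 deg C.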
Abeta yeast res: A-beta toxicity reversal in yeast. yeast expressing A-beta42, growth rescue, OD600, 48 h; response scale: 0% DMSO, 100% iron-clioquinol control. Potency, µM (titrated, usually from 46.1 µM), for the others: top-dose growth rescue, usual class: activators. actives 0.063% (n = 410,000). AID 1347071; note: potency is the fitted concentration of half-maximal effect; nearly all actives have a fitted effect of over 55% in size
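Yeast growth medium received pinned compounds, then yeast cells expressing toxic A-beta were added; plates incubated at 30 C for 48 hr. Growth read as absorbance at 600 nm, normalized to DMSO and equimolar FeCl3 plus clioquinol controls.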
Mm-Cpn inhibitor: M. maripaludis TRiC chaperonin inhibition | purified Mm-Cpn ATPase, ADP Transcreener TR-FRET | actives 0.031% (n = 330,000) | AID 504842 | Potency, µM (doses to about 76.9 µM), without a hit: at the top dose activity, negative = inhibition, most hits filed as inhibitors; note: potency is the fitted concentration of half-maximal effect; % is set by controls: 0 for no effect and ±100 for the full control effect; nearly all actives have a fitted effect of over 80% in size
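Reaction buffer contained 30 mM Tris pH 7.4, 100 mM KCl, 5 mM MgCl2 and 1 mM DTT. Mm-CPN (25 nM final) hydrolysed 10 uM ATP over 30 min at 37°C; ADP was read by HTRF.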
GLP1R cytotox: cytotoxicity counter-screen for GLP-1 receptor inverse agonists; actives 0.13% (n = 410,000); Potency, µM (titrated, usually from 38.3 µM), for the others: at the highest dose activity change, negative = inhibition, most hits filed as inhibitors; AID 624418; HEK293 cAMP-luciferase reporter cells, luminescence, 24 h;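 note: loss of luciferase light is scored as toxicity; potency is the fitted concentration of half-maximal effect; % is set by controls: 0 for no effect and ±100 for the full control effect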
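Quantitative HTS format, 1536 wells, 200 cells/uL seeded. Compounds: 23 nL, 24 h, 37 °C. Detection: luciferase reagent, luminescence at 12 min RT; decreased signal taken as cytotoxic.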
aSyn rescue: alpha-synuclein toxicity inhibition in yeast | actives 0.14% (n = 370,000) | Potency, µM (titrated, usually from 46.1 µM), for inactives: at the highest dose growth rescue (activation), most hits filed as activators | Yeast expressing alpha-synuclein, growth rescue, BacTiter-Glo, 24 h; note: potency is the fitted concentration of half-maximal effect; % of control where 0% means no effect; nearly all actives have a fitted effect of over 65% in size
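Galactose-induced alpha-syn yeast (OD600=0.02, raffinose-pregrown) + pinned cpd, 24 hr, 30 deg C; growth by BacTiter-Glo luminescence. Growth restoration scores as activation.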
pAkt inh: Akt phosphorylation inhibition | Neuro2A IGF-stimulated pAkt S473 HTRF, 20 min; stronger effect = lower value | activity change, % for hits at 50 µM | actives 0.32% (n = 360,000) | AID 651550; in the data active = activity change below about -80%; inconclusive = mostly about -51% to -80%; note: % is set by controls: 0 for no effect and ±100 for the full control effect
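Neuro2A cells (4,500/well, DMEM with 0.5% FBS) were treated with compound at a single 50 µM final concentration, stimulated with 6 nM IGF for 20 min at 37 °C, and lysed. Phospho-Akt Ser473 was read by HTRF as 665/615 ratio ×10^4.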
GLP-1R inv ag: inverse agonists of human GLP-1 receptor; P43220; Potency, µM (highest dose often 38.3 µM), for the others: at the highest dose activity change, negative = inhibition, actives largely listed as inhibitors; HEK293 GLP-1R CRE-luciferase, luminescence, 24 h; GLP-1R form is constitutively active; actives 1.6% (n = 410,000); note: potency is the fitted concentration of half-maximal effect; % is set by controls: 0 for no effect and ±100 for the full control effect; nearly all actives have a fitted effect of over 55% in size
Target sequence (P43220 whole entry, looked up): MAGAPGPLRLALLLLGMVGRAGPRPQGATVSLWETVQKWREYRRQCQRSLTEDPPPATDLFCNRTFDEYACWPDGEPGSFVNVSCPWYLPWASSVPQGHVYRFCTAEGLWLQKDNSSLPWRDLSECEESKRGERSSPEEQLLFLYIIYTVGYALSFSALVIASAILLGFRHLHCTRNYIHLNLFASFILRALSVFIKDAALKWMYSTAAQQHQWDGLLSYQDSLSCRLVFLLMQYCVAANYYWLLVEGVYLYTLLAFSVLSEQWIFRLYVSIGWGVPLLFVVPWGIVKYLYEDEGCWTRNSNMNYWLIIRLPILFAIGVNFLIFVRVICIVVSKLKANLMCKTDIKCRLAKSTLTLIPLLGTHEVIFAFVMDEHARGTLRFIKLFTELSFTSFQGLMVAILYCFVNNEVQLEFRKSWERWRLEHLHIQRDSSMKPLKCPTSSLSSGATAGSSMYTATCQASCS
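Inverse agonists were sought by their lowering of basal cAMP reporter luciferase output in HEK293 cells stably carrying constitutively active human GLP-1R, after 24 h compound treatment.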
Starred values were filed as active, the others as inactive; i = inactive; ? = inconclusive; / = not tested or not shown; [ ] = remark or other dose. Unless noted, calls come from the whole dose curve; as a rule, active = well fitted curve in the direction sought with a large enough effect; inconclusive = small, poorly fitted or top-dose-only effect, or another doubt; inactive = no such curve, though single readings can be large; an effect the other way counts as inactive or inconclusive.

structure | FUS suppressor | PTHR1 agonist | TDP-43 yeast inh | Abeta yeast res | Mm-Cpn inhibitor | GLP1R cytotox | aSyn rescue | pAkt inh | GLP-1R inv ag
O=C(O)c1[nH]c(-c2ccccc2)c2c1C(=O)N(C1CC1)C2=O | -21.1% | -23.2% | 13.0% | -13.8% | / | -5.5% | -1.1% | i | 13.2%
Cc1cnc(NC(=O)c2cc3c(s2)CCCC3)s1 | -8.4% | -34.3%[57.5 µM] | 18.4% | -29.5% | -2.1% | ? | -39.4%[inhibitor] | i | ?
Oc1cc(O)c(CN2CCOCC2)cc1CN1CCOCC1 | / | -2.2% | -4.4% | -5.5% | / | 18.9% | 4.7% | i | 19.6%
CCOC(=O)NNC(=O)c1ccc(Cl)cc1 | -28.8% | i | -6.9% | -7.9% | -1.2% | -7.6% | -1.2% | i | 15.8%
COc1ccc(-c2nc(N)sc2C2(O)C(=O)Nc3c(Br)cc(F)cc32)cc1OC (configuration not stated) | 12.7% | -19.8% | 0.3% | ? | -0.3% | -14.6% | 7.8% | i | 12.2%
O=C(NCc1ccco1)C(c1ccccc1F)N(CC1CCCO1)C(=O)Cn1nnc2ccccc21 (configuration not stated) | 2.6% | i | -9.2% | -4.9% | 0.2% | -12.5% | -9.2% | i | -10.2%
O=C1/C(=C\c2cccs2)N=C(c2cccs2)N1Nc1ccccc1 | -9.6% | -3.3% | -17.0% | 5.3% | -0.2% | ? | 1.6% | i | ?
Cc1ccc(-c2nc3ncccc3o2)cc1NC(=O)c1ccc2c(c1)OCO2 | 17.3% | i | 5.0% | -1.3% | / | 63.2%[activator] | 3.0% | i | 14.1%
Cc1cc(C)c(C)c(S(=O)(=O)Nc2ccc3cn[nH]c3c2)c1C | -9.8% | -19.0% | 6.3% | -14.4% | 0.4% | 3.2% | 0.2% | i | -29.0%
CCOc1ccccc1NC(=O)Cn1c(=O)n(Cc2ccccc2)c(=O)c2cccnc21 | 8.2% | ? | -1.6% | -17.2% | / | 2.0% | / | / | 0.5%
COc1cccc(N2CCN(S(=O)(=O)c3ccc4[nH]c5c(c4c3)CCCC5)CC2)c1 | 4.3% | i | 0.0% | 7.9% | / | 1.8% | / | / | ?
O=C(c1ccco1)N1CCN(Cc2ccc(Br)cc2)CC1 | 3.8% | -26.3% | 4.6% | 10.2% | 0.2% | -15.5% | 1.1% | i | -20.3%
O=C(CSc1ccc(Cl)cc1)NC1CCCc2ccccc21 (configuration not stated) | 0.5% | i | ? | ? | 0.6% | 70.8%[activator] | 7.2% | i | ?
CN(C(=O)CCNC(=O)Cn1ccc2ccccc2c1=O)c1ccc(Br)cc1 | 6.9% | i | -8.6% | 15.5% | 0.2% | 1.0% | -4.0% | i | 9.5%
CCc1cccc(C)c1NC(=O)CN(C)S(=O)(=O)c1ccc(-c2ccc(=O)[nH]n2)s1 | 16.4% | -0.7% | -12.3% | 3.6% | -4.5% | -7.8% | 2.3% | i | 27.4%
CC(=O)N1CC[n+]2c(-c3ccc(Cl)cc3Cl)csc21 | ? | i | 6.3% | 7.8% | 2.9% | -4.8% | -12.4% | i | 8.5%
CCCc1cc(=O)[nH]c(SCc2cc(Cl)ccc2OC(F)F)n1 | 26.8% | i | -7.5% | -14.6% | 2.0% | 2.5% | -1.0% | i | 0.0%
CCN(c1ccccc1)S(=O)(=O)c1nnc(NC(=O)COc2ccccc2F)s1 | 19.1% | -40.2%[inhibitor] | 0.0% | 4.7% | / | 2.8% | / | / | -7.4%
CC(=O)NC(C(=O)NCC(N)=O)C(C)C (configuration not stated) | 15.3% | 1.1% | -8.2% | -3.5% | 0.6% | -0.6% | -12.9% | i | 0.0%
O=S(=O)(c1cccc(F)c1)N1CCC(CO)(Cc2cccc(F)c2)CC1 | -1.0% | -21.4% | 5.5% | 10.5% | -0.9% | -14.2% | 1.2% | i | ?

Part of the list above, set out differently.
Order of results – FUS suppressor | PTHR1 agonist | TDP-43 yeast inh | Abeta yeast res | Mm-Cpn inhibitor | GLP1R cytotox | aSyn rescue | pAkt inh | GLP-1R inv ag
COc1ccc(-c2nc(N)sc2C2(O)C(=O)Nc3c(Br)cc(F)cc32)cc1OC (configuration not stated)
 : 12.7% | -19.8% | 0.3% | ? | -0.3% | -14.6% | 7.8% | i | 12.2%
O=C(NCc1ccco1)C(c1ccccc1F)N(CC1CCCO1)C(=O)Cn1nnc2ccccc21 (configuration not stated)
 : 2.6% | i | -9.2% | -4.9% | 0.2% | -12.5% | -9.2% | i | -10.2%
O=C1/C(=C\c2cccs2)N=C(c2cccs2)N1Nc1ccccc1
 : -9.6% | -3.3% | -17.0% | 5.3% | -0.2% | ? | 1.6% | i | ?
Cc1ccc(-c2nc3ncccc3o2)cc1NC(=O)c1ccc2c(c1)OCO2
 : 17.3% | i | 5.0% | -1.3% | / | 63.2%[activator] | 3.0% | i | 14.1%

Carrying on.
structure | FUS suppressor | PTHR1 agonist | TDP-43 yeast inh | Abeta yeast res | Mm-Cpn inhibitor | GLP1R cytotox | aSyn rescue | pAkt inh | GLP-1R inv ag
O=C(O)c1cccc2c3c([nH]c12)CCCC3 | -13.4% | -3.6% | ? | -75.7%[inhibitor] | 3.7% | 8.7% | -19.5% | i | -3.1%
c1ccc(-c2csc3ncnc(NCCN4CCOCC4)c23)cc1 | 18.8% | -30.2%[inhibitor] | -1.1% | 4.1% | 0.3% | 18.5% | -6.5% | i | ?
Cc1ccc(NC(=O)CN2C(=O)CC(c3ccco3)Sc3ccccc32)cc1Cl (configuration not stated) | -8.6% | -21.1% | 10.1% | -11.3% | / | 4.7% | 4.7% | / | 19.6%
Cc1ccc(C(=O)N2CCc3ccccc32)cc1[N+](=O)[O-] | -14.1% | i | -3.0% | 2.6% | 3.8% | 0.1% | 1.7% | i | 11.2%
CCOC(=O)c1cc(-c2ccc([N+](=O)[O-])cc2)nc2c1c(=O)[nH]c(=O)n2Cc1ccccc1 | 4.8% | -9.9% | -2.6% | 11.7% | 2.4% | -10.1% | -9.4% | i | 11.8%
NS(=O)(=O)c1ccc(N2CCN(S(=O)(=O)Cc3ccccc3)CC2)nc1 | 12.5% | -23.5% | -5.9% | 8.8% | -7.8% | 9.0% | -2.2% | i | -5.4%
COC(=O)c1ccccc1NC(=O)C(C)Oc1ccccc1 (configuration not stated) | -0.2% | -0.4%[57.5 µM] | 9.5% | 5.3% | -3.5% | -1.4% | 0.8% | i | ?
O=C(Cn1nnc(-c2ccccc2)n1)NNC(=O)c1ccccc1 | -4.6% | i | 23.2% | 5.4% | 1.5% | 2.4% | 0.7% | i | -20.7%
Cc1noc(C)c1C(=O)Nc1ccc(-n2ccc(C(F)(F)F)n2)cc1 | 31.9% | -23.5% | 21.9% | ? | 0.8% | 5.9% | 1.5% | i | -1.5%
O=C(NCCc1ccccc1)c1c(O)c2ccccc2[nH]c1=O | 10.5% | -4.2% | -23.9% | -6.0% | -1.4% | -7.1% | 6.6% | i | -1.5%
CCCn1nnnc1SCC(=O)Nc1sc(C)c(C)c1C#N | 22.6% | -14.8% | 0.0% | 2.3% | -2.1% | -0.9% | 1.0% | i | -5.8%
CC(Oc1cc2oc(=O)c3c(c2cc1Cl)CCC3)C(=O)NC1CC(C)(C)NC(C)(C)C1 (configuration not stated) | 23.3% | i | 9.2% | 6.7% | -2.2% | -12.8% | 1.4% | i | ?
CC1=C(C(=O)N(C)C)CC(CC(=O)NCc2ccco2)C(=O)N1CCC1=CCCCC1 (configuration not stated) | 15.7% | -21.7% | 0.0% | 0.5% | / | -26.9% | -10.1% | i | 12.5%
COC(=O)c1c(N)sc(Cc2ccccc2)c1C | 7.3% | i | ? | 7.8% | 0.0% | 5.1% | 5.7% | i | 1.2%
COc1ccccc1C(=O)NCCCNC(=O)c1ccccn1 | 19.6% | -2.3% | -15.2% | -14.5% | 1.4% | -6.4% | -5.5% | i | -0.8%
CCOC(=O)N1CCC(N2C(=O)c3ccccc3C2Nc2cc(C(=O)OC)cc(C(=O)OC)c2)CC1 (configuration not stated) | 10.5% | i | 20.6% | 0.3% | ? | 0.9% | 0.1% | i | 4.0%
Cn1c(=O)n(C/C=C/c2ccccc2)c(=O)c2c1nc1n2CCN1c1ccccc1 | -12.7% | 8.5% | 15.1% | -7.0% | / | -0.5% | / | / | 8.0%
COc1ccc(OC)c(NC(=O)Cc2c(C(=O)O)n(C)c3ccccc23)c1 | 20.8% | -16.7% | -3.1% | 3.7% | 0.2% | -3.0% | 1.2% | i | 6.5%
CN(c1ccccc1)S(=O)(=O)c1cccc(NC(=O)COC(=O)C2CCCCC2)c1 | 25.4% | -24.1% | -12.9% | 20.6% | 0.2% | 3.2% | 8.0% | i | -1.1%
O=C(Cn1c(=O)oc2ccccc21)NCc1cccc(Cl)c1 | -4.5% | i | ? | 1.6% | / | -0.8% | / | / | 4.6%
OCCN1CCN(c2ncnc3c2ncn3[C@H]2CN(Cc3ccc(-c4ccccc4)cc3)C[C@@H](CO)O2)CC1 | 5.8% | -7.2% | 12.5% | 11.5% | / | -11.6% | 0.4% | i | ?
Cc1ccc(S(=O)(=O)N(C)C)cc1NC(=O)C(C)OC(=O)CC1CC2CCC1C2 (configuration not stated) | 23.8% | i | -9.7% | 4.5% | / | -12.3% | -0.4% | i | -22.7%
COc1ccc(C)cc1NC(=O)c1ccc2c(c1)C(=O)N(Cc1ccncc1)C2=O | 9.1% | -3.2% | 10.0% | -0.3% | -2.3% | -17.5% | -10.3% | i | 11.6%
C#CCSc1nnc(CSc2nc3ccccc3s2)n1-c1ccccc1 | 32.3% | -29.5% | 22.4µM* | 20.1% | -1.1% | ? | -12.1% | i | ?

These rows are one share of the data; rates above refer to the full screens.
